PERK inh = block of dimerizer-induced PERK translation repression, primary screen, PERK inhibitor project, CHO PERK-DD cells, SEAP luminescence, HTS | CHO PERK-DD fusion, SEAP luminescence translation reporter | Eukaryotic translation initiation factor 2-alpha kinase 3 (Homo sapiens), Q9NZJ5 | 220,000 compounds, 0.17% hits | inhibition, % at 5.6 µM;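 active = inhibition above the mean inhibition of all tested compounds plus 3 SD, set separately per screening campaign, cut at about 2.9% in these data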;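 note: PERK kinase domain activated by AP20187 dimerizer at 100 nM; 0% = DMSO with dimerizer and 100% = rapamycin at 8.4 µM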
eIF4E-4G inh = eIF4E–eIF4G protein interaction inhibitors, primary screen, biochemical, uHTS, TR-FRET, eIF4GI fragment | inhibition, % at 21.7 µM | TR-FRET eIF4E-eIF4GI(517-606) binding, 2 h | Eukaryotic translation initiation factor 4E (Mus musculus) + Eukaryotic translation … | AID 782, 2007 | 220,000 compounds, 0.37% hits;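 active = inhibition above about 30%, limit read from the data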;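 note: 0% = full FRET control wells and 100% = background wells lacking eIF4GI fragment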
NPY-Y2 PAM-ag = NPY-Y2 potentiators or agonists, primary screen, cell-based | cells expressing NPY-Y2, potentiator/agonist read-out | activation, % at 3.6 µM | 220,000 compounds, 0.45% hits | AID 1359, 2008; in the data active = activation above about 27%;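 note: cells stimulated with NPY near EC25 plus isoproterenol at EC100; 0% = vehicle plus submaximal agonist and 100% = vehicle plus saturating agonist; some results beyond the cut were filed as inactive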
Target sequence (P49146 whole entry, looked up): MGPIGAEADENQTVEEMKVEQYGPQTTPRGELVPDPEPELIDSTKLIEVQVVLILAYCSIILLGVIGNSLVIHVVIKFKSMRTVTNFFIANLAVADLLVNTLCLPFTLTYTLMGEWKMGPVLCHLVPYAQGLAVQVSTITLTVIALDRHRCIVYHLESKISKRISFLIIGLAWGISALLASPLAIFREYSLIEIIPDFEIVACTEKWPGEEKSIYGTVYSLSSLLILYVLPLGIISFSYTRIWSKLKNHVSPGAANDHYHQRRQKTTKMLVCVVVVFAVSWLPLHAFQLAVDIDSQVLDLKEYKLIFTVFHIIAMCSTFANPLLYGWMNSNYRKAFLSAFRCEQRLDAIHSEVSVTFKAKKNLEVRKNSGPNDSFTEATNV
S1P4 ag = S1P4 receptor agonists, primary screen, cell-based; S1P4-expressing cell line, agonist reporter assay; activation, % at 4.98 µM; 220,000 compounds, 0.35% hits; in the data active = activation above about 11%;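 note: 0% = DMSO vehicle and 100% = reference agonist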
Wee1 stabilizer = Wee1 degradation inhibitors, primary screen, cell-based, HeLa, Wee1K328M-luciferase, luminescence | Wee1-like protein kinase (Homo sapiens), P30291 | HeLa Luc-Wee1K328M stability; 100% = proteasome inhibitor MG132 effect | reporter increase, % at 5 µM | 220,000 compounds, 1.2% hits;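 active = activation above the mean of all tested compounds plus 3 SD, set per screening run, cut at about 8.8% in these data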;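 note: cells exposed to compound for 20 h before luminescence read; 0% = DMSO alone and 100% = MG132 at 30 µM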
Target sequence (P30291 whole entry K328M): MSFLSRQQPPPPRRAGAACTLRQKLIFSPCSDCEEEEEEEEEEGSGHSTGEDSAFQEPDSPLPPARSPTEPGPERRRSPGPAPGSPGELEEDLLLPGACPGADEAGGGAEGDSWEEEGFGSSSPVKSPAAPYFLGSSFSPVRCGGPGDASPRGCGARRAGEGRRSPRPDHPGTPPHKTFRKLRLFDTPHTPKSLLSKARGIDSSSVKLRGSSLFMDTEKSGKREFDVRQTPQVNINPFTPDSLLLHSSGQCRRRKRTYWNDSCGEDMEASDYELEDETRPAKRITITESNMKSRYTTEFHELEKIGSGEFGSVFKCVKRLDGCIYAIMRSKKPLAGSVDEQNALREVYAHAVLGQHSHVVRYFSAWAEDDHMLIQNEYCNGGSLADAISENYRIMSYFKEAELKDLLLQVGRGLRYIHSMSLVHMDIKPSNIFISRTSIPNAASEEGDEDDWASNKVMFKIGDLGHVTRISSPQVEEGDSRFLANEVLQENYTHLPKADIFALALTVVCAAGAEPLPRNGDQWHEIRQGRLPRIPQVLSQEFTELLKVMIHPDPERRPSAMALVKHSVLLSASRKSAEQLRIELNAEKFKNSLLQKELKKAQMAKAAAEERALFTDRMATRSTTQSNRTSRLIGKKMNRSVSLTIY
BaF3 tox = parental Ba/F3 cell viability inhibition, counter-screen for JAK2V617F inhibitor project, murine pro-B, CellTiter-Glo luminescence; CellTiter-Glo ATP luminescence; inhibition, % at 5.6 µM; 220,000 compounds, 1.1% hits; AID 1486, 2009;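 active = inhibition above a per-campaign cutoff, the mean inhibition of all tested compounds plus 3 SD, cut at about 27% in these data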;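 note: 0% = DMSO wells and 100% = JAK Inhibitor I control wells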
Mdm2 ligase inh = MDM2-luciferase reporter signal enhancers, primary screen, MDM2 E3 ligase inhibitor project, cell-based, luminescence, 1536-well. E3 ubiquitin-protein ligase Mdm2 (Homo sapiens), Q00987. cell-based MDM2 ubiquitination luciferase reporter, 2 h; 0 = plate control, 100 = twice control, blank-subtracted. signal enhancement, % at 5 µM. 210,000 compounds, 0.11% hits. AID 1230, 2008;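 active = signal enhancement of 30% or more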;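 note: luminescence tracks abundance of the self-degrading MDM2-luciferase fusion protein; higher signal means inhibition of MDM2 E3 ligase activity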
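Material: Stable MDM2–luciferase fusion reporter cells | Amount: 2000 cells seeded into each well | Dosing: One concentration, 5 µM, with 0.2% DMSO | Incubation: 4 h cell settling then 2 h compound exposure, 37 °C | Measured by: Luciferase luminescence | Read-out basis: % enhancement relative to plate controls after blank subtraction | Benchmarks: Control and blank well means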
Ba/F3 V617F tox = reduced viability of JAK2V617F-dependent Ba/F3 cells, primary screen, JAK2V617F inhibitor project, cell-based, Ba/F3 EpoR-JAK2V617F, luminescence. ATP luminescence. inhibition, % at 5.6 µM. 220,000 compounds, 1.1% hits. AID 1446, 2008;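 active = inhibition above the campaign mean plus 3 SD over all tested compounds, cut at about 24% in these data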;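 note: cytokine-independent growth of Ba/F3 cells driven by EpoR plus mutant JAK2; 0% = DMSO-treated cells and 100% = JAK inhibitor I control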
S1P4 antagonist = S1P4 receptor antagonists, primary screen, cell-based. inhibition, % at 4.98 µM. S1P4-expressing cells, antagonist mode, reporter read-out. Sphingosine 1-phosphate receptor 4 (Homo sapiens), O95977. 220,000 compounds, 0.26% hits; in the data active = inhibition above about 29%;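 note: 0% = wells stimulated with agonist and 100% = vehicle wells without agonist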
* = called active by the depositor; . = no result given; [ ] = dose if it differs, or a comment.

smiles	PERK inh	eIF4E-4G inh	NPY-Y2 PAM-ag	S1P4 ag	Wee1 stabilizer	BaF3 tox	Mdm2 ligase inh	Ba/F3 V617F tox	S1P4 antagonist
COCCCNC1CS(=O)(=O)CC1O (centres undefined)	0.9	-4	-4	1.2	1	-4	.	-2	-10
O=C(COC(=O)C12CC3CC(CC(C3)C1)C2)NCCc1ccccc1	0.0	0	4	-1.3	-1	0	-7	-7	-21
CCOC(=O)c1ccc(NC(=O)CN2CCN(Cc3ccccc3)CC2)cc1	0.8	-4	-7	0.1	-3	10	-3	0	9
CCN(CC)CCNC(=O)c1cc(S(C)(=O)=O)ccc1OC	0.9	0	-4	0.2	-2	-1	.	-6	-28
O=C(O)c1ccc(N2CCCCS2(=O)=O)cc1	1.5	1	11	1.6	0	6	4	-1	-17
CCC(C)(C)NC(=O)C(c1ccc(F)cc1)N(Cc1ccco1)C(=O)CCC(=O)Nc1ccccn1 (centres undefined)	0.1	-10[fluorescence artefact?]	9	1.2	0	6	-7	0	0
CC1CCN(S(=O)(=O)c2ccc(F)c(C(=O)O)c2)CC1	1.8	-2	8	2.1	-1	-1	-8	-1	1
O=c1/c(=C/c2ccccc2)sc2nnc(-c3cccs3)n12	1.1	-1	5	1.2	-1	0	2	-4	0
Cc1ccc(OCC(=O)Nc2ccc(O)c(-c3nc4ccccc4o3)c2)cc1	0.9	-1[fluorescence artefact?]	12	0.3	1	7	-26	1	3
CC1CC(C)CN(c2ccc([N+](=O)[O-])cc2-c2nn[nH]n2)C1 (centres undefined)	-0.2	-1	-14	-2.7	-1	8	0	-2	-15
S=C(Nc1ccc(Cl)cc1)N(CCCN1CCOCC1)Cc1cccs1	-0.1	1	-5	0.6	5	16	-6	17	8
COc1ccc2nc(SCC(=O)Nc3ccccc3)[nH]c2c1	0.5	2	9	0.4	5	6	-20	-3	4
N#Cc1cc(-c2cccc(Cl)c2)c[nH]c1=O	0.4	-6	-3	1.2	0	4	-12	-4	-10
C[C@]1(C(=O)O)C=C[C@@H](Cc2ccccc2)N1C(=O)c1ccccc1	0.3	1	-1	0.3	-1	-3	.	-5	11
CC12CCC(C(=O)Nc3ccccc3)(C(Br)C1=O)C2(C)C (centres undefined)	0.8	16[fluorescence artefact?]	-12	0.2	-1	2	-2	-2	-3
O=C1C2C3CCC(C3)C2C(=O)N1CNc1ccc(F)cc1 (centres undefined)	0.2	8[fluorescence artefact?]	-30	3.9	5	1	-7	-3	-11
O=C(Nc1ccccc1)N1CCN(C(=O)Nc2ccccc2)CC1	1.5	-2	18	-1.2	5	-3	-10	-4	18
Cc1ccc(NC(=S)NN(C)c2cc(C)nc(C)n2)cc1	-0.1	-4	-5	0.8	-2	1	-11	-2	-25
O=C1CC(N(O)c2ccccc2)C(=O)N1c1ccc(Cl)c(Cl)c1 (centres undefined)	1.5	-9	-11	-1.1	-2	-1	-2	-4	-4
COc1ccc(Br)cc1C(=O)N/N=C/c1ccc([N+](=O)[O-])cc1	-0.1	6	-12	0.8	-2	4	-13	-1	-5
CC(C)Sc1nc2c(c(=O)n(C)c(=O)n2C)n1Cc1ccc(Cl)cc1	-0.3	3	2	3.5	-1	2	-18	-2	-27
COc1ccc(C(=O)NCCc2nnc(SCC(=O)Nc3ccccc3)n2C)cc1	0.6	-2	6	1.5	1	2	-13	0	-3
COc1cccc(-n2nnc3c(=O)n(Cc4ccc(F)cc4)cnc32)c1	0.6	1	-3	1.7	-4	-1	-11	-1	-11
CCCCOC(=O)C(NC(=O)c1ccccc1)=C(C)C	-0.4	-11[fluorescence artefact?]	-2	-0.3	0	0	-10	-3	11
COc1ccc(CCNC(=O)Cn2c(=O)n(-c3cc(F)ccc3F)c(=O)c3sccc32)cc1OC	-0.1	2	11	1.7	1	7	-2	15	-9
CCOc1cc(C(=O)NC)cc(Br)c1OCc1ccccc1	1.3	1	8	-0.4	-4	5	-3	-4	-3
CC(C)=CCN1CCN(Cc2cccnc2)CC1CCO (centres undefined)	0.5	-2	12	0.0	-1	3	-1	-3	-5
CCOC(=O)C1=C(CP(=O)(c2ccccc2)c2ccccc2)NC(=O)NC1c1ccc(OC)cc1 (centres undefined)	0.1	-3	-4	0.7	4	6	-7	0	-23
Cc1nnc(NC(=O)CSc2nccn2C)s1	0.1	9	6	-0.4	3	-2	-5	-7	-10
Cc1ccc(/C=C2\CCCC3=C2NC(=S)NC3c2ccc(C)cc2)cc1 (centres undefined)	-0.7	-3	-3	0.8	2	6	12	0	-19
Cc1cccc(-c2nc3ccccc3c(=O)n2NC(=O)c2cccnc2Cl)c1	0.1	-3[fluorescence artefact?]	-4	-0.3	1	5	-5	0	-27
CCOc1ccc(C2C(C(=O)c3ccco3)=C(O)C(=O)N2CCN(C)C)cc1 (centres undefined)	1.2	-14[fluorescence artefact?]	2	-4.0	-1	3	-19	-2	-11
O=C(Nc1nnc(C2=COCCO2)o1)C1CCCCC1	0.6	-4	4	0.0	-3	3	-12	0	-5
Cc1cc(C)nc(/N=C(\N)N(Cc2ccccc2)Cc2ccccc2)n1	0.7	-6	-2	0.4	-2	5	-2	0	2
Cc1cc(C(=O)CSc2nnc(N)s2)c(C)n1CCc1ccc(Cl)cc1	0.6	-18	3	0.1	0	4	-3	-3	-4
CC(=O)N1N=C(c2cccs2)CC1c1cccc([N+](=O)[O-])c1 (centres undefined)	1.1	0	12	2.5	-2	2	.	-1	-2
CCc1nnc(NC(=O)C=C(C)C)s1	1.1	5[fluorescence artefact?]	-11	-1.7	1	4	0	-5	-14
Cc1cc(C)c2c(=O)n(CC(=O)Nc3cccc(F)c3)sc2n1	0.3	14	21	1.4	-2	-1	-14	-2	22
O=C1C2=C(CCCC2)C(=O)N1c1cccc(OCCBr)c1	-0.7	0[fluorescence artefact?]	-2	1.3	2	0	7	0	-16
O=C(O)c1ccc(CNCc2ccc(Cl)cc2)cc1	1.2	0	2	0.8	0	9	-24	0	-1
CCOC(=O)c1c(NC(C)=O)sc2c(OCCN(CC)CC)c(Br)ccc12	2.3	-2	-38	-1.0	5	6	1	-2	-7
CCn1c(COc2ccc(Cl)cc2)nnc1SCc1ccc(C#N)cc1	-0.7	-1	-15	0.2	2	3	-2	4	-15
COc1ccc(OCCCC(=O)Nc2nncs2)cc1	0.7	0[fluorescence artefact?]	-12	0.8	1	1	-12	-2	-40
Cc1csc(C(=O)O)c1-c1c(C)csc1C(=O)O	0.6	-3	4	0.7	6	3	1	-3	4
NNC(=O)Cn1c2ccccc2c2ccccc21	-0.5	-2	5	0.9	5	1	-7	-3	-11
Cc1ccc(OCC(=O)NCc2cccnc2)cc1	1.1	6	-3	-1.7	1	0	-8	-2	1
CNc1ccccc1C(C)(C)c1cc(-c2cccc([N+](=O)[O-])c2)no1	0.2	2	3	0.4	7	14	-95	7	-2
O=C(NCC1CCCO1)C(C(=O)c1ccccc1)n1ccccc1=O (centres undefined)	1.4	-13[fluorescence artefact?]	19	2.6	-1	4	-11	-2	-6
COc1cc2c(cc1OC)CN(C(=O)/C=C/c1cccs1)CC2	-2.3	-2	-23	2.7	2	63*	-64	81*	-10
CCOc1ccccc1NC(=O)CSc1nnc(CNC(=O)c2ccco2)o1	-0.8	-4[fluorescence artefact?]	-14	-3.4	2	4	.	3	9
Cc1cc(N2C(=O)C(O)=C(C(=O)c3cccs3)C2c2ccc(F)cc2)no1 (centres undefined)	0.4	2	6	0.8	2	-3	5	1	0
CCOc1ccc(Nc2cc(=O)oc3ccccc23)cc1	0.4	0	0	-1.3	1	2	-11	-5	-1
COc1ccc(OC)c(S(=O)(=O)N(C)CC(=O)N2CCc3ccccc3C2)c1	-0.6	4	3	-0.3	-2	7	-15	2	-11
O=C1/C(=C\Nc2ccccc2)CCN1c1ncccn1	-0.1	14[fluorescence artefact?]	-7	-2.2	2	4	.	-3	1
CCC(=S)/C=C1\Sc2ccccc2N1CCCS(=O)(=O)O	1.8	4	-2	-0.9	8	8	-13	2	-15
CCN(CC)C(=O)C(C)OC(=O)COc1ccc(Cl)cc1Cl (centres undefined)	-0.7	3	-6	0.4	5	2	3	2	-8
CC(C)(C)c1ccc(C(=O)Nc2ccccc2NC(=O)c2ccco2)cc1	-0.8	0	-11	1.2	-2	-2	-11	-2	-30
Cc1cc(NCCCn2ccnc2)n2nc(-c3ccc(F)cc3)cc2n1	-0.8	2[fluorescence artefact?]	10	3.7	-3	-2	1	1	4
O=C(c1ccccc1)c1nn(-c2cccc(Cl)c2)c2nc(-c3ccccc3)cc(=O)n12	1.0	.	-1	-3.5	-1	11	-5	5	-7
Cc1nc(N2CCN(Cc3ccccc3)CC2)nc2c1C(=O)CCC2	-1.4	0	-6	-0.6	1	5	-18	-3	-6

(list continues)
smiles	PERK inh	eIF4E-4G inh	NPY-Y2 PAM-ag	S1P4 ag	Wee1 stabilizer	BaF3 tox	Mdm2 ligase inh	Ba/F3 V617F tox	S1P4 antagonist
Cc1cccc(CCN(CC(=O)NC(C)(C)C)C(=O)c2csnn2)c1	-0.6	0	-3	1.1	-4	12	-9	1	1
O=C1c2nc3cc(-c4ccccc4)[nH]n3c(=O)c2CN1Cc1ccccc1	-0.1	0	6	1.4	0	-2	0	-5	12
Cc1ccc(NC(=O)N2CCC(NC(=O)c3ccccc3C)CC2)cc1	0.3	1	5	0.2	0	6	-10	1	-2
COc1cc2c(cc1OC)C(C(=O)N1CCCC1)C(c1ccccc1F)N(C)C2=O (centres undefined)	0.9	-5	4	-0.9	-1	6	-6	1	12
CCCc1[nH]nc2c1C(c1ccc(OC(=O)c3ccco3)cc1)C(C#N)=C(N)O2 (centres undefined)	1.2	9	-6	-2.2	4	1	-16	1	10
COc1ccc(C(=O)O/N=C(/C)c2cccs2)cc1	0.9	1	-3	1.4	-1	0	-77	-3	0
CCOC(=O)c1cccc(NC(=O)CSc2nc3ccccc3c(=O)n2CCOC)c1	-0.2	-3	8	0.8	1	4	-15	0	-28
O=[N+]([O-])c1ccc(C2CCCC/C2=N/OCc2ccccc2F)c([N+](=O)[O-])c1 (centres undefined)	0.6	-2	-32	1.5	4	2	-11	0	2

Source: PubChem BioAssay (several laboratories)
